Source: PubChem BioAssay
Runt-CBFb FRET: inhibitors of RUNX1 Runt–CBFb binding, primary screen, biochemical, FRET, Cerulean-Runt, Venus-CBFb, uHTS | Runt-related transcription factor 1 (Homo sapiens) + Core-binding factor subunit beta … | Cerulean-Runt/Venus-CBFb FRET ratio 530/480, 1 h | inhibition, % at 20 µM | 220,000 tested, 0.46% active | AID 1496, 2009;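 active means inhibition over about 50% at 20 µM in the single-dose screen, limit read from the data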;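 further: 0% = DMSO wells and 100% = excess unlabeled CBFb competitor control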
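Reagent – Venus-CBFb binding partner, 100 nM · Assay system – Cerulean-tagged RUNX1 Runt domain (FRET donor) fusion protein · Input – 100 nM per protein · Incubation – two 1 h room-temperature incubations shielded from light · Measured by – FRET fluorescence · Medium – Tris buffer pH 7.5 with salts and BSA · Benchmarks – unlabeled CBFb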
NPY2 pot ag: NPY-Y2 potentiators or agonists, primary screen, cell-based; Neuropeptide Y receptor type 2 (Homo sapiens), P49146; cells expressing NPY-Y2, potentiator/agonist read-out; activation, % at 3.6 µM; 220,000 tested, 0.45% active; AID 1359, 2008; in the data active means activation above about 27%;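 further: cells stimulated with NPY near EC25 plus isoproterenol at EC100; 0% = vehicle plus submaximal agonist and 100% = vehicle plus saturating agonist; some results beyond the cut were filed as inactive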
Target sequence (P49146 whole entry, looked up): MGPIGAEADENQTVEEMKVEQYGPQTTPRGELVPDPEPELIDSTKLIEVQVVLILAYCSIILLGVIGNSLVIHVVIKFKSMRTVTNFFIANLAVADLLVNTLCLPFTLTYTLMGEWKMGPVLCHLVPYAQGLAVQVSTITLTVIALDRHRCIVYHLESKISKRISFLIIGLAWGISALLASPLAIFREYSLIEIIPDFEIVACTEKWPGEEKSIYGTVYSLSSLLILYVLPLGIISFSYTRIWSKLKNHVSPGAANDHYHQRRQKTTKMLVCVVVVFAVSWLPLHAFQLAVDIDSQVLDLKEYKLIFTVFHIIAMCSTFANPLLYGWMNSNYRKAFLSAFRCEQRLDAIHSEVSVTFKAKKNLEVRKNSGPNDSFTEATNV
S1P4 agonist: S1P4 receptor agonists, primary screen, cell-based; activation, % at 4.98 µM; AID 1509, 2009; 220,000 tested, 0.35% active; Sphingosine 1-phosphate receptor 4 (Homo sapiens), O95977; S1P4-expressing cell line, agonist reporter assay; in the data active means activation above about 11%;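 further: 0% = DMSO vehicle and 100% = reference agonist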
S1P4 antag: S1P4 receptor antagonists, primary screen, cell-based | Sphingosine 1-phosphate receptor 4 (Homo sapiens), O95977 | S1P4-expressing cells, antagonist mode, reporter read-out | inhibition, % at 4.98 µM | 220,000 tested, 0.26% active; in the data active means inhibition above about 29%;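 further: 0% = wells stimulated with agonist and 100% = vehicle wells without agonist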
NPY-Y1 PAM-ag: NPY-Y1 receptor potentiators or agonists, primary screen, cell-based | Neuropeptide Y receptor type 1 (Homo sapiens), P25929 | NPY-Y1 expressing cells, potentiator/agonist activation | activation, % at 3.6 µM | 220,000 tested, 0.37% active; in the data active means activation above about 33%, passing the limit was not always enough;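 further: cells stimulated with NPY at EC10 then isoproterenol at EC100; 0% = low agonist plus stimulus and 100% = saturating agonist plus stimulus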
Target sequence (P25929 whole entry, looked up): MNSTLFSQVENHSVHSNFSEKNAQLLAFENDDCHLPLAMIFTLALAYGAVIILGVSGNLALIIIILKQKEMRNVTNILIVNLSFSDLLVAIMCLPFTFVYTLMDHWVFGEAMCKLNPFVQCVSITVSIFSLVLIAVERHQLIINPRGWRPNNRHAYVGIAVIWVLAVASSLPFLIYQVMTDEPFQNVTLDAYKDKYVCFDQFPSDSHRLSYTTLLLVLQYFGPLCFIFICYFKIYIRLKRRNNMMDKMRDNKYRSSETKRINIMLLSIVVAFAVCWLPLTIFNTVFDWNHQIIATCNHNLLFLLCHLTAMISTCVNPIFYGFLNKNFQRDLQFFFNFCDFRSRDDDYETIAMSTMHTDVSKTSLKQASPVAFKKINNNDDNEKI
RBBP9 inh: human RBBP9 inhibitors, primary screen, biochemical, fluorescence polarization, FP-Rh probe, HTS; Serine hydrolase RBBP9 (Homo sapiens), O75884; recombinant RBBP9; inhibition, % at 7.94 µM; 220,000 tested, 0.2% active;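 active means inhibition above the campaign mean of all tested compounds plus 3 SD, cut at about 14% in these data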;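 further: plate controls were DMSO wells with RBBP9 for no effect and wells lacking RBBP9 protein for full effect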
Target sequence (O75884 whole entry, looked up): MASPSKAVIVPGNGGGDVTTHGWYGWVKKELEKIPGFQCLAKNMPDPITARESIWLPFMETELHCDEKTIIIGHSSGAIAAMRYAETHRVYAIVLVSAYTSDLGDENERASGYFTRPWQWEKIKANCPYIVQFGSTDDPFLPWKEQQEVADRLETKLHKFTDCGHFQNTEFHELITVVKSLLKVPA
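System: RBBP9 protein / Quantity: 2.5 µM RBBP9 dispensing solution, before mixing / Also added: Serine-hydrolase probe FP-Rh, 375 nM pre-mixing / Dosing: 7.94 µM single dose, 0.794% DMSO / Timing: enzyme-compound preincubation 30 min, then probe labeling 45 min, 25 °C / Signal: FP readout at 525/598 nm / Controls: DMSO-treated enzyme wells and wells lacking RBBP9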
NPY-Y1 antag: NPY-Y1 receptor antagonists, primary screen, cell-based; Neuropeptide Y receptor type 1 (Homo sapiens), P25929; HEK293-CNG Y1 cells, membrane potential fluorescence; NPY at EC95, then isoproterenol; inhibition, % at 3.6 µM; 200,000 tested, 1% active;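 active means inhibition above the campaign mean inhibition of all tested compounds plus 3 SD, cut at about 20% in these data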;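 further: 0% = DMSO wells given NPY plus isoproterenol and 100% = isoproterenol alone without NPY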
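Test system: HEK293 cells co-expressing NPY Y1 receptor and cyclic-nucleotide gated channel; Also added: NPY (25 nM), isoproterenol (1 µM), Ro 20-1724 (25 µM); Compound dosing: one concentration, 3.6 µM, in 0.4% DMSO; Timing: dye 3 h, compound 60 min room temperature, stimulation 45 min; Technique: Membrane-potential fluorescent dye readout.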
BaF3 tox: parental Ba/F3 cell viability inhibition, counter-screen for JAK2V617F inhibitor project, murine pro-B, CellTiter-Glo luminescence; 220,000 tested, 1.1% active; inhibition, % at 5.6 µM; CellTiter-Glo ATP luminescence;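 active means inhibition above a per-campaign cutoff, the mean inhibition of all tested compounds plus 3 SD, cut at about 27% in these data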;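 further: 0% = DMSO wells and 100% = JAK Inhibitor I control wells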
Ba/F3 V617F tox: reduced viability of JAK2V617F-dependent Ba/F3 cells, primary screen, JAK2V617F inhibitor project, cell-based, Ba/F3 EpoR-JAK2V617F, luminescence | 220,000 tested, 1.1% active | ATP luminescence | inhibition, % at 5.6 µM;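 active means inhibition above the campaign mean plus 3 SD over all tested compounds, cut at about 24% in these data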;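 further: cytokine-independent growth of Ba/F3 cells driven by EpoR plus mutant JAK2; 0% = DMSO-treated cells and 100% = JAK inhibitor I control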
Numbers without * were called inactive; . = no result given.

SMILES | Runt-CBFb FRET | NPY2 pot ag | S1P4 agonist | S1P4 antag | NPY-Y1 PAM-ag | RBBP9 inh | NPY-Y1 antag | BaF3 tox | Ba/F3 V617F tox
C=CCn1c(SCc2ccccc2)nnc1-c1cccnc1 | 0 | 11 | 0.9 | -22 | 8 | -12 | -1 | 6 | 0
O=C(O/N=C1/CCCc2occc21)c1ccccc1 | -5 | -3 | 1.5 | -3 | -5 | -7 | -6 | 1 | 0
COc1ccc(C2Nc3ccccc3C(=O)N2NS(C)(=O)=O)cc1OC (centres undefined) | 3 | 8 | 0.6 | -2 | -11 | 1 | 5 | -2 | -3
Cc1ccc(CNC(=O)c2ccc(CN3CCOCC3)cc2)cc1 | -5 | -6 | -1.6 | -3 | -4 | 2 | 0 | 2 | 1
O=C1NC(Nc2nc3ccccc3s2)(C(F)(F)F)C(=O)N1C1CCCCC1 (centres undefined) | 2 | 13 | -1.8 | -1 | 0 | -7 | -5 | 4 | -3
O=C(CCN1CCCCCC1)Nc1ccc(F)cc1 | 0 | -7 | 1.0 | -5 | -2 | -4 | 4 | 5 | -2
COCCCNC(=O)Nc1ccc2c(c1)N(C)C(=O)CS2 | -1 | -2 | -6.2 | -9 | -2 | -8 | 6 | 6 | -1
Cc1ccc2c(c1)NC(=O)C(CC(=O)O)O2 (centres undefined) | 2 | -21 | 3.7 | 0 | -29 | 5 | 0 | 0 | -2
Cc1ccc(NC(=O)CNCCCN2CCOCC2)cc1S(=O)(=O)N1CCCCC1 | 3 | -1 | 2.3 | -6 | -13 | -4 | . | 5 | 0
O=C(CSc1nnc(SCc2cccc3ccccc23)s1)N/N=C/C=C/c1ccccc1[N+](=O)[O-] | -1 | 6 | 2.2 | -9 | 12 | -6 | -4 | 6 | 3
CCn1nccc1C(=O)Nc1ccc(S(=O)(=O)NC23CC4CC(CC(C4)C2)C3)cc1 | -2 | 13 | 1.1 | -13 | 30 | -10 | -7 | 6 | 0
O=C(COc1ccccc1)NC(Cc1c[nH]c2ccccc12)C(=O)O (centres undefined) | 4 | -14 | -0.1 | 11 | -4 | -3 | 10 | 4 | 1
COc1cc(OC)nc(N/N=C(\c2ccccc2)c2ccncc2)n1 | -4 | -2 | 0.0 | -28 | 3 | -2 | 6 | 0 | -2
CCS(=O)(=O)N1CCN(c2ccnc3cc(Cl)ccc23)CC1 | 0 | 1 | -1.6 | 5 | -10 | -7 | . | 2 | -3
CCOc1ccc(-c2cc(C(=O)NN3CCN(C)CC3)c3cc(Cl)ccc3n2)cc1 | 0 | -20 | -0.3 | 1 | -19 | -5 | 11 | 7 | 5
O=C(Nc1ccccc1)N1CCSCC1 | 0 | 2 | 0.8 | -6 | -29 | -3 | -4 | 2 | -1
O=C(CSc1ncccn1)Nc1ccc2c(c1)CCC2 | -2 | 4 | 0.2 | 8 | -1 | -12 | . | -4 | -4
CCn1c(=S)[nH]c2c(c1=O)C(C)(C)Cc1ccccc1-2 | 0 | 0 | -0.1 | -4 | -7 | 1 | 8 | 5 | -3
CCOc1ccccc1N1CCN(S(=O)(=O)c2ccc(F)c(F)c2)CC1 | -5 | 2 | -0.5 | 9 | -10 | -4 | -3 | 3 | -3
COc1cccc(COc2ncnc3sccc23)c1 | -3 | 8 | 2.7 | -20 | 0 | -8 | 2 | 6 | -2
COCC(C)NC(=O)CCc1nnc(C2(c3ccc(Cl)cc3)CCC2)o1 (centres undefined) | -1 | -16 | 1.7 | 0 | -13 | -5 | -1 | 7 | 3
S=C(NC1CCCCC1)N(CCc1ccccc1)CCc1ccccc1 | -1 | 21 | 3.1 | -14 | -30 | -7 | 3 | 4 | -1
CCN(CC)S(=O)(=O)c1cc(NC(=O)Cn2cnc3ccccc3c2=O)ccc1C | -1 | 6 | -0.2 | -12 | -8 | -3 | 4 | 6 | 4
CC(=O)Oc1ccc(C(=O)[C@H]2[C@H]3C(=O)N(c4cccc5ccccc45)C(=O)[C@H]3[C@@H]3C=CC=NN32)cc1 | 2 | 2 | -3.3 | -17 | 5 | -10 | -6 | 6 | -2
CCOc1ccc(NS(=O)(=O)c2cc(NC(=O)CCS(=O)(=O)c3ccc(C)cc3)ccc2OC)cc1 | -2 | -16 | -0.3 | -12 | 20 | -2 | 1 | 5 | -1
SMILES | Runt-CBFb FRET | NPY2 pot ag | S1P4 agonist | S1P4 antag | NPY-Y1 PAM-ag | RBBP9 inh | NPY-Y1 antag | BaF3 tox | Ba/F3 V617F tox
C=C(C)CSc1nnc(-c2ccc(OC)cc2)n1N | 0 | -2 | 0.6 | -32 | -5 | -4 | -9 | -5 | -5
CCNC(=O)c1ccc(NS(=O)(=O)c2ccccc2)cc1 | 0 | -13 | -3.9 | -16 | -26 | -11 | 4 | 7 | 4
O=C(COCc1nc2ccccc2c(=O)[nH]1)NCC1CCCCC1 | -1 | 5 | -2.9 | -1 | -27 | -8 | -2 | 4 | -1
O=C(COC(=O)c1ccco1)NC(c1ccccc1)c1ccccc1 | . | -17 | 1.1 | -13 | -8 | -5 | 0 | 11 | 3
CCOC(=O)N1CCN(C(=O)c2ccccc2CCc2ccccc2)CC1 | -1 | -8 | 0.8 | -12 | -12 | -4 | 4 | -3 | -4
Cc1ccc(NS(=O)(=O)c2cccc(C(=O)NCCc3c[nH]c4ccccc34)c2)c(C)c1 | 2 | 13 | -1.5 | -7 | 23 | -9 | -3 | 3 | -1
CN(C)c1ccc(C(c2ccc(N(C)C)cc2)c2ccc([N+](=O)[O-])cc2)cc1 | 1 | 9 | -0.3 | 9 | 9 | 0 | . | -2 | -3
Cc1ccc(-n2c(SCC(N)=O)nnc2-c2ccccn2)cc1 | 1 | 3 | 0.3 | -17 | -4 | 2 | -8 | 3 | -2
CCOc1cc(C(=O)Nc2ccc(S(=O)(=O)Nc3cc(C)on3)cc2)cc(OCC)c1OCC | -3 | 2 | 1.1 | 1 | 8 | -5 | -1 | 8 | 2
CN(C(=O)CCN1C(=O)C(C)(C)Nc2ccccc21)c1ccccc1 | 1 | -2 | -0.5 | -5 | 12 | -2 | 2 | 3 | 0
Cc1onc(-c2c(F)cccc2Cl)c1C(=O)OCC(=O)NCc1ccco1 | 4 | -8 | -0.8 | -3 | 7 | -7 | 6 | 4 | 0
O=C(Nc1nc2ccccc2s1)c1cc(-c2ccco2)nc2ccccc12 | 41 | -116 | 0.7 | -4 | -111 | -16 | 7 | 9 | 3
CCC(Oc1ccccc1)C(=O)NCc1cccnc1 (centres undefined) | 1 | 2 | -1.4 | 1 | 18 | -2 | -3 | 1 | -3
CSCCC(NC(=O)COc1ccccc1)C(=O)O (centres undefined) | -2 | 8 | -0.1 | 9 | -3 | 5 | -4 | 1 | -3
CCOC(=O)C(C)CC(C)C(=O)N1CCOCCN(C(=O)C(C)CC(C)C(=O)OCC)CCOCC1 (centres undefined) | -6 | -20 | -0.9 | 5 | 4 | -2 | -2 | 6 | -1
COc1ccc(/C=N/NC(=O)c2cccc([N+](=O)[O-])c2)cc1OS(=O)(=O)c1ccc(C)cc1 | -1 | -2 | 1.2 | -4 | 31 | -16 | 1 | 2 | 0
COc1ccc2c(c1OC)C(=O)N(c1ccc(C)c(C)c1)C2=O | -1 | 2 | 0.8 | -20 | 21 | 3 | 5 | 1 | -3
Oc1[nH]c2ccccc2c1N=Nc1ncnc2c1oc1ccccc12 | -2 | 3 | -0.2 | 4 | -1 | -3 | . | 2 | 2
COc1cc(OC)cc(C(=O)N=c2sc3ccccc3n2C)c1 | -4 | 4 | 1.1 | 2 | 0 | 1 | -1 | 6 | 0
Cc1ccc2cc(COC(=O)C3CCCO3)c(=O)[nH]c2c1 (centres undefined) | -3 | -3 | -1.5 | -21 | -5 | 2 | -5 | 2 | 2
COc1ccc(N2CCN(c3ccc(C(N)=O)cc3[N+](=O)[O-])CC2)cc1 | -2 | 12 | 0.9 | -6 | -6 | 8 | -7 | -1 | -2
O=C(CS(=O)(=O)c1ccccc1)Nc1nc(-c2ccc(F)cc2)cs1 | -1 | -12 | 0.8 | 22 | 6 | -28 | 5 | 4 | -1
COc1ccc(N2CCN(Cc3ccc(Br)s3)CC2)cc1 | 3 | -16 | 1.2 | 19 | -38 | -13 | 8 | 2 | 2
Cc1ccc(NC(=O)CN2C(=O)/C(=C3\SC(=S)N(C4CCS(=O)(=O)C4)C3=O)c3ccccc32)cc1 (centres undefined) | 11 | 0 | 1.4 | -1 | 12 | -4 | 1 | 3 | 3
Cc1ccc(C(=O)Nn2cnc3scc(-c4cccs4)c3c2=O)c(O)c1 | 3 | -5 | 1.9 | -5 | 9 | -4 | 1 | 5 | -2

The final 2 entries of the part before lead into the next:
SMILES | Runt-CBFb FRET | NPY2 pot ag | S1P4 agonist | S1P4 antag | NPY-Y1 PAM-ag | RBBP9 inh | NPY-Y1 antag | BaF3 tox | Ba/F3 V617F tox
Cc1ccc(NC(=O)CN2C(=O)/C(=C3\SC(=S)N(C4CCS(=O)(=O)C4)C3=O)c3ccccc32)cc1 (centres undefined) | 11 | 0 | 1.4 | -1 | 12 | -4 | 1 | 3 | 3
Cc1ccc(C(=O)Nn2cnc3scc(-c4cccs4)c3c2=O)c(O)c1 | 3 | -5 | 1.9 | -5 | 9 | -4 | 1 | 5 | -2
Cc1cccc(N(Cc2cc3ccccc3[nH]c2=O)S(=O)(=O)c2ccccc2)c1 | 0 | 8 | -1.4 | -4 | -4 | -2 | 8 | 5 | -2
Cc1ccc(S(=O)(=O)Cc2sc3ccccc3[n+]2C)cc1 | 1 | 4 | -1.0 | 3 | -5 | -7 | 6 | 3 | -4
Cc1ccc(C)c(SCC(=O)OCC(=O)Nc2ncc(C(F)(F)F)cc2Cl)c1 | -2 | -13 | -1.4 | -17 | -19 | -6 | -4 | 3 | -1
CC(C)c1ccc(N2C(=O)CC(Sc3nc4ccccc4o3)C2=O)cc1 (centres undefined) | 21 | -15 | -3.4 | -12 | -33 | -6 | 6 | 2 | 1
O=C1CN(C(=O)c2cc3ccccc3oc2=O)C(c2ccc(F)cc2)c2cc(Br)ccc2N1 (centres undefined) | 0 | -13 | 1.0 | -5 | 2 | -3 | -5 | -1 | -3
COC(=O)C1CCN(C(=O)Cc2ccc(Br)cc2)CC1 | -1 | 18 | -0.2 | -10 | 13 | -2 | 5 | 4 | 1
CC(=O)n1cc(N(C(=O)CCl)c2ccc(Cl)cc2)c2ccccc21 | 4 | 50* | -2.6 | 60* | 66* | 2 | . | 13 | 98*
